# Screening results as filed in PubChem BioAssay.
# p53ts 39C kill: cytotoxicity in p53ts cells at nonpermissive temperature. H1299-p53A138V viability at 39C, ATP luminescence, 24 h. Potency, µM (titrated, usually from 46.1 µM), for inactives: at the highest dose activity change, negative = cell killing, actives largely listed as cytotoxic. hit rate 1.5% among 130,000. AID 902; note: nearly all actives have a fitted effect of over 55% in size
# p53ts 32C kill: cytotoxicity in p53ts cells at permissive temperature; H1299-p53A138V at 32C, ATP luminescence viability, 24 h; Potency, µM (highest dose often 46.1 µM), for the others: at the top dose activity change, negative = cytotoxicity, hits mostly cytotoxic; hit rate 0.93% among 130,000;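 note: 0% = DMSO and -100% = full killing by reference compound; nearly all actives have a fitted effect of over 55% in size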
#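 Cells: H1299 p53ts (A138V), 600/well, pre-incubated 16–30 h at 37C. Cpd up to 46 uM, 24 h, 32C. Readout: ATPlite luminescence, 20 min RT. Normalization: DMSO vs tamoxifen 100 uM. AC50 by Hill equation.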
# IkB sig inh: IkB pathway inhibition in ABC-DLBCL cells; ABC-DLBCL IkBa-CBG/CBR dual luciferase ratio, 4 h; response scale: scaled: untreated 0%, proteasome inhibitor 100%; Potency, µM (titrated, usually from 57.1 µM), for inactives: at the highest dose IkBa stabilization activation; hit rate 0.04% among 110,000; AID 445; active = well fitted curve in the direction sought with a large enough effect in the signal ratio, not every such curve was filed as active; inconclusive = small, poorly fitted or top-dose-only effect, or a change in a side signal; the % refers to the signal ratio;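 note: the direction sought is a rising ratio; 0% = basal untreated cells and 100% = reference inhibitor full response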
#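 In this assay, an IκBα–CBG68 fusion accumulates when IKK-driven degradation is blocked; native CBR normalizes for cell number. OCI-Ly3 cells were treated 4 h with compound and doxycycline, then green and red light read after Chroma-Glo addition.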
# Imprint erasure: genomic imprint erasure induction; mouse ES Peg3-LacZ reporter, beta-gal luminescence, 40 h; Potency, µM (highest dose often 60.7 µM), inactives show at the top dose activity change, positive = activation, actives largely listed as activators; hit rate 0.02% among 110,000; AID 1948;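 note: 0% = negative control wells on the plate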
#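 Each well holds 300 Peg3LacZ-Neo (maternal) female ES cells incubated 40 h at 37C, 5% CO2. LacZ is measured by BetaGlo luminescence, with AC50 and maximum efficacy derived from dose-response curves.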
# Numbers without * were called inactive; ? = inconclusive; nt = no result given; [ ] = another dose, or the depositor's remark. Unless noted, calls come from the whole dose curve; as a rule, active = well fitted curve in the direction sought with a large enough effect; inconclusive = small, poorly fitted or top-dose-only effect, or another doubt; inactive = no such curve, though single readings can be large; an effect the other way counts as inactive or inconclusive. Unless noted, % is set by controls: 0 for no effect and ±100 for the full control effect; potency is the fitted concentration of half-maximal effect.
# The opening six compounds, ahead of the listing:
SMILES,p53ts 39C kill,p53ts 32C kill,IkB sig inh,Imprint erasure
CCOC(=O)C1=C(C)N=c2s/c(=C3/C(=O)Nc4ccccc43)c(=O)n2C1c1ccc(C)cc1 (configuration not stated),-23.4%,4.0%,nt,nt
COc1ccc(N(CC(=O)O)S(=O)(=O)c2cccnc2)cc1,-4.0%,-2.7%,-1.5%,-1.7%
O=C(CSc1ccc2nc(-c3ccccc3)cn2n1)Nc1ccccc1,-4.0%,-17.2%,-1.8%,-30.6%[inhibitor][10.9 µM]
CN(C)S(=O)(=O)c1ccc(S(=O)(=O)N(CC(=O)Nc2ccccc2)Cc2ccco2)cc1,-4.2%,0.5%,0.7%,4.8%
Cc1ccnc(SCCn2c(N3CCOCC3)nc3c2c(=O)n(C)c(=O)n3C)n1,2.7%,-1.2%,-0.8%,4.5%
COc1cc(/C=C/c2nc(C#N)c(N3CCCCCC3)o2)cc(OC)c1OC,?,6.2%,?,-18.9%[10.9 µM]

# This part in full, from the first entry:
SMILES,p53ts 39C kill,p53ts 32C kill,IkB sig inh,Imprint erasure
CCOC(=O)C1=C(C)N=c2s/c(=C3/C(=O)Nc4ccccc43)c(=O)n2C1c1ccc(C)cc1 (configuration not stated),-23.4%,4.0%,nt,nt
COc1ccc(N(CC(=O)O)S(=O)(=O)c2cccnc2)cc1,-4.0%,-2.7%,-1.5%,-1.7%
O=C(CSc1ccc2nc(-c3ccccc3)cn2n1)Nc1ccccc1,-4.0%,-17.2%,-1.8%,-30.6%[inhibitor][10.9 µM]
CN(C)S(=O)(=O)c1ccc(S(=O)(=O)N(CC(=O)Nc2ccccc2)Cc2ccco2)cc1,-4.2%,0.5%,0.7%,4.8%
Cc1ccnc(SCCn2c(N3CCOCC3)nc3c2c(=O)n(C)c(=O)n3C)n1,2.7%,-1.2%,-0.8%,4.5%
COc1cc(/C=C/c2nc(C#N)c(N3CCCCCC3)o2)cc(OC)c1OC,?,6.2%,?,-18.9%[10.9 µM]
Cn1c(SCc2ccc(F)cc2)nnc1-c1ccccn1,-1.7%,-2.3%,8.1%,-24.5%
Cc1ccc(-c2cc(C(=O)Oc3ccc(C#N)cc3)no2)cc1,-6.2%,?,0.6%,-14.8%[10.9 µM]
Clc1cccc(-c2cc3nc4c(c(N5CCOCC5)n3n2)CCCC4)c1,-6.7%,3.4%,?,-6.2%
COc1cc(OC)cc(C(=O)Nc2cccc(N3CCCC3)c2)c1,4.1%,3.5%,?,-20.3%
Cc1ccc(-c2noc(CCC(=O)N(C)c3ccccc3F)n2)cc1,-15.5%,5.9%,?,-10.6%[10.9 µM]
N#CCCn1c(=O)c(CCc2ccccc2)nc2cnc(OCc3ccccc3)nc21,9.1%,-0.2%,3.6%[11.4 µM],nt
O=C(NCc1ccco1)c1cc2n(n1)C(C(F)(F)F)CC(c1ccc(Br)cc1)N2 (configuration not stated),-26.6%,-23.0%,0.5%,-17.4%
Cc1nc(N=Nc2cc(S(=O)(=O)O)ccc2S(=O)(=O)O)c(COP(=O)(O)O)c(C=O)c1O,-2.8%,-2.9%,0.3%,-2.4%
CCOc1ccc(NC(=O)CC2C(=O)N(c3cccc(C)c3)C(=O)N2Cc2cccnc2)cc1 (configuration not stated),37.6%[activator],-2.2%,?,5.7%[10.9 µM]
O=C(NCCc1ccc(Cl)cc1)c1ccc2c(c1)N(Cc1cccc(Cl)c1)C(=O)c1ccccc1S2(=O)=O,28.7%,8.9%,-1.3%,?
COc1cc(C(=O)NCCC(=O)NCc2ccc3c(c2)OCO3)cc(OC)c1OC,4.9%,-2.2%,2.2%,-4.8%
CCCOc1ccc(CNC(=O)Cn2ncn3c(cc4sc(CC)cc43)c2=O)cc1,-9.4%,-3.6%,5.0%,8.3%[10.9 µM]
Cc1nc2ncnn2c(C)c1CCC(=O)Oc1ccccc1,-1.7%,-0.9%,0.8%,-3.0%
CSc1ccc(C2Nc3ccccc3-c3cc(C)nn32)cc1 (configuration not stated),-26.2%,-29.1%,?,-19.1%
C=CCn1c(NCc2cc(C)ccc2O)nc2ccccc21,8.2%,3.8%,?,-14.9%
O=C(O)[C@@H]1[C@@H](C(=O)O)[C@]23C[C@@]2(C(=O)O)[C@]2(C(=O)O)CCC3=C3CCCC312,8.6%[9.22 µM],8.6%[9.22 µM],17.5%[11.4 µM],nt
COC(=O)c1ccc(NC(=O)c2cccc3c2C(=O)N(C2CCCCC2)C3)cc1,7.7%,3.3%,-2.0%,12.5%[10.9 µM]
CCCCNC(=O)C(c1ccc(OCC(=O)OC)c(C(=O)OC)c1)N(Cc1ccccn1)C(=O)CCCCCN1C(=O)NC(c2ccc(-c3ccccc3)cc2)C(C(=O)OCc2ccccc2)=C1C (configuration not stated),4.7%,?,nt,15.6%
O=C(c1ccc(-c2ccccc2)cc1)N1CCN(Cc2ccccn2)CC1,7.4%,-3.7%,?,-3.4%
CCOC(=O)Cc1c(C)nc2cc(-c3ccc(Cl)cc3)[nH]n2c1=O,-1.5%,-6.4%,-0.3%,-7.9%
COc1ccc2oc(=O)c(C(=O)N3CCc4ccccc43)cc2c1,3.4%,-3.3%,1.9%,-14.0%
O=C(NCCc1ccccc1)C1CCN(S(=O)(=O)c2cccc3nsnc23)CC1,-0.1%,-16.4%,-1.6%,-6.2%
Cc1ccccc1OCC(O)Cn1c(NCCN(C)C)nc2c1c(=O)n(C)c(=O)n2C (configuration not stated),0.7%,-8.3%,-1.3%,-8.4%
CCC(C)(C)N=C(NC#N)Nc1cccnc1,-2.9%,7.2%,-0.3%,-3.9%
CCC(C)NC(=O)C1c2ccccc2C(=O)N1Cc1cc(OC)ccc1OC (configuration not stated),-10.4%,5.0%,-0.1%,-1.3%
COc1ccc(OC)c(NC(=O)Cc2c(C(=O)O)[nH]c3ccc(Cl)cc23)c1,-6.0%,-6.3%,?,2.0%[10.9 µM]
CCC(Oc1ccccc1)C(=O)N1CC(C)CC(C)C1 (configuration not stated),8.3%,4.8%,0.8%,-5.0%
O=C(Cn1c(=O)nc(-c2ccccc2)c2ccccc21)NCc1ccc(F)cc1,-22.0%,-5.3%,?,-5.2%[10.9 µM]
O=C(COc1ccc(S(=O)(=O)NC2CCCCC2)cc1)NCCC1=CCCCC1,8.7%,13.2%,nt,nt
Cc1ccc(C)c(N2CCN(S(=O)(=O)c3ccc(F)c(C(=O)Nc4ccc(Cl)cc4Cl)c3)CC2)c1,-14.1%,4.7%,?,-21.9%[10.9 µM]
COc1ccc(NC(=O)C(=O)c2cc(C)n(-c3ccc(C)cc3)c2C)cc1Cl,-3.4%,12.1%,?,-7.0%[10.9 µM]
Cc1cccc(N(CC(=O)N2CCCC2)S(=O)(=O)c2ccccc2)c1,-5.8%,-17.6%,-5.0%,nt
CCOC(=O)C1CCCN(C(=O)c2ccc3c(c2)sc2nc(-c4cccc(OC)c4)cn23)C1 (configuration not stated),?,0.8%,0.2%,17.5%[10.9 µM]
Cc1nn(CCC(=O)Nc2ccccc2Br)c(=O)c2nn(-c3ccccc3)c(C)c12,20.8%,-12.0%,0.8%,-24.7%[10.9 µM]
CC1Cn2c(nnc2-c2cccc(Cl)c2)S1 (configuration not stated),42.9%[activator],6.8%,-1.1%,-12.1%
CSc1nsc(SCC(=O)N2CCCc3ccccc32)n1,-1.5%,2.3%,?,-21.2%
COc1ccccc1C(=O)N1CCN=C1SC,3.5%,3.0%,0.9%,-9.4%
CCS(=O)(=O)c1ncc(Cl)c(C(=O)NCc2ccccc2)n1,12.6µM*,?,?,-39.8%[inhibitor][10.9 µM]
CCOC(=O)c1c(-c2ccc(C)o2)csc1NC(=O)CN1CCN(CC)CC1,-9.7%,-7.4%,2.7%,-35.4%[inhibitor]
COC(=O)c1ccc2c(=O)n(CCCCCC(=O)NCCc3ccc(Cl)cc3)c(=O)[nH]c2c1,-2.0%,3.9%,-4.2%,4.1%[10.9 µM]
CCOc1ccc(CN2C(=O)CCC2(C)C(=O)NCc2cccnc2)cc1 (configuration not stated),-1.2%,-6.7%,0.3%,-5.5%
CCCCCCC1CC(CSc2ncn[nH]2)OC1=O (configuration not stated),6.0%,-4.7%,1.6%,-14.1%
CC(=O)N1CCc2c(sc3c2c(=O)n(-c2ccc(F)cc2)c(=O)n3Cc2ccc(C#N)cc2)C1,5.1%,15.4%,?,-4.8%[10.9 µM]
O=C(O)c1c(-c2ccccc2)oc2ccc(OCc3ccc(Cl)c(Cl)c3)cc12,-19.8%,-14.0%,?,-37.2%[inhibitor][10.9 µM]
# Next part
SMILES,p53ts 39C kill,p53ts 32C kill,IkB sig inh,Imprint erasure
CC1CCCCN1C(=O)Cn1cc(C(=O)c2ccco2)c2ccccc21 (configuration not stated),4.9%,-0.2%,2.1%,6.6%
O=C(CN1C(=O)C2C3C=CC(C3)C2C1=O)NCC1COc2ccccc2O1 (configuration not stated),-9.2%,-1.8%,1.4%,-4.4%
Cc1ccc2[nH]c(CSc3nnc(NC(=O)COc4ccc(F)cc4)s3)cc(=O)c2c1,?,-8.7%,?,16.4%[10.9 µM]
COc1cccc(/C=N/NC(=O)c2cc(-c3ccc(C)cc3)n[nH]2)c1O,?,?,nt,nt
Cc1oc2c(cc(NS(=O)(=O)c3ccc(Cl)cc3)c3ccccc32)c1C(=O)OCc1ccccc1,?,3.5%,?,-7.8%[10.9 µM]
COC(=O)c1scc(-c2ccc(C)cc2)c1S(=O)(=O)Nc1cc(C)ccc1OC,0.8%,3.5%,?,?
COc1ccccc1N1CCN(c2ncnc3c2nnn3C)CC1,46.7%[activator],2.8%,-2.0%,18.1%[10.9 µM]
CCOC(=O)c1cc2n(c1N)-c1ccccc1C2=O,6.4%,-0.9%,3.7%,-6.8%
COc1ccc(NC(=O)c2noc3c2CSc2ccccc2-3)cc1Cl,-4.2%,1.6%,?,-4.2%[10.9 µM]
Cc1ccc(Nc2nnc(SCC(=O)NCCN3C(=O)CSC3=O)s2)cc1,-23.8%,?,nt,nt
CCCc1nc(SCC(N)=O)[nH]c(=O)c1CC,-4.3%,-2.1%,-0.8%,1.1%
CCOc1ccccc1NC(=O)CSc1nc2c(sc3ccccc32)c(=O)n1CCCC(=O)NC1CCCC1,?,-13.9%,-0.4%,-12.1%[10.9 µM]
CCc1ccccc1NC(=O)Cn1c(=O)n(Cc2ccccc2)c(=O)c2c(C)c(C(=O)N(C)C)sc21,-10.5%,7.2%,-1.5%,-9.4%[10.9 µM]
C=CCN=c1scc(-c2ccc(F)cc2)n1/N=C/c1ccccn1,5.7%,12.5%,nt,nt
CCc1ccc(NC(=O)Cn2c(=O)n(CCCC(=O)NCc3ccccc3OC)c(=O)c3ccccc32)cc1,-18.4%,-1.6%,3.5%,-11.7%[10.9 µM]
COc1ccc(OC)c(NC(=O)CSc2nnc(N)s2)c1,1.2%,-1.4%,-2.0%,-7.0%
O=C(NC(Cc1ccccc1)C(=O)O)c1ccc(S(=O)(=O)N2CCOCC2)cc1 (configuration not stated),6.4%,1.3%,0.7%,15.3%
CC(C)(C)c1cc(C(C)(C)C)c2oc(=O)c(-c3nc4ccc(C(=O)O)cc4[nH]3)cc2c1,23.7%,4.1%,-2.2%,8.7%[10.9 µM]
COc1ccc(-c2[nH]c(-c3ccc(Cl)cc3)nc2SCC(=O)NCC2CCCO2)cc1 (configuration not stated),-4.8%,0.4%,?,-4.2%[10.9 µM]
Cc1nc(NC(=O)c2ccc(Br)s2)sc1C(=O)N(C)C,?,12.6µM*,-1.0%,-47.5%[inhibitor]
COCCCNC(=O)Cn1nnc(-c2ccc(NC(=O)c3ccc(F)cc3)cc2)n1,1.6%,27.4%,1.1%,-13.3%
Cc1nc2cc(S(=O)(=O)C(F)(F)F)ccc2s1,4.3%,4.8%,-2.8%,-5.1%
Cc1ccc(S(=O)(=O)N2CCCc3cc(NS(=O)(=O)c4ccccc4)ccc32)cc1,13.3%,26.8%,?,-10.5%[10.9 µM]
O=C(CCc1ccc(O)cc1)c1c(O)cc(O)cc1O[C@H]1OC(CO)C(O)C(O)C1O (some centres not stated),15.8%,4.9%,nt,21.0%
O=C(NCc1cccnc1)c1noc2c1CCCC2,-14.2%,-5.2%,?,-13.5%
COc1ccc2c(c1)c(CCN1C(=O)c3ccccc3C1=O)cn2C(=O)c1ccco1,-4.7%,-17.3%,0.1%,-8.0%
